Source: PubChem
KCNH2 WT inh = KCNH2 (human, wildtype) channel inhibition | U2OS, BacMam KCNH2, thallium flux FluxOr; stronger effect = lower value | activity change, % at 1.84 µM | actives 0.37% (n = 340,000);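 active = maximum activity change below -70%; inconclusive = maximum activity change between -70% and -50%; inactive = maximum activity change above -50%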
Target sequence (Q12809 whole entry, looked up): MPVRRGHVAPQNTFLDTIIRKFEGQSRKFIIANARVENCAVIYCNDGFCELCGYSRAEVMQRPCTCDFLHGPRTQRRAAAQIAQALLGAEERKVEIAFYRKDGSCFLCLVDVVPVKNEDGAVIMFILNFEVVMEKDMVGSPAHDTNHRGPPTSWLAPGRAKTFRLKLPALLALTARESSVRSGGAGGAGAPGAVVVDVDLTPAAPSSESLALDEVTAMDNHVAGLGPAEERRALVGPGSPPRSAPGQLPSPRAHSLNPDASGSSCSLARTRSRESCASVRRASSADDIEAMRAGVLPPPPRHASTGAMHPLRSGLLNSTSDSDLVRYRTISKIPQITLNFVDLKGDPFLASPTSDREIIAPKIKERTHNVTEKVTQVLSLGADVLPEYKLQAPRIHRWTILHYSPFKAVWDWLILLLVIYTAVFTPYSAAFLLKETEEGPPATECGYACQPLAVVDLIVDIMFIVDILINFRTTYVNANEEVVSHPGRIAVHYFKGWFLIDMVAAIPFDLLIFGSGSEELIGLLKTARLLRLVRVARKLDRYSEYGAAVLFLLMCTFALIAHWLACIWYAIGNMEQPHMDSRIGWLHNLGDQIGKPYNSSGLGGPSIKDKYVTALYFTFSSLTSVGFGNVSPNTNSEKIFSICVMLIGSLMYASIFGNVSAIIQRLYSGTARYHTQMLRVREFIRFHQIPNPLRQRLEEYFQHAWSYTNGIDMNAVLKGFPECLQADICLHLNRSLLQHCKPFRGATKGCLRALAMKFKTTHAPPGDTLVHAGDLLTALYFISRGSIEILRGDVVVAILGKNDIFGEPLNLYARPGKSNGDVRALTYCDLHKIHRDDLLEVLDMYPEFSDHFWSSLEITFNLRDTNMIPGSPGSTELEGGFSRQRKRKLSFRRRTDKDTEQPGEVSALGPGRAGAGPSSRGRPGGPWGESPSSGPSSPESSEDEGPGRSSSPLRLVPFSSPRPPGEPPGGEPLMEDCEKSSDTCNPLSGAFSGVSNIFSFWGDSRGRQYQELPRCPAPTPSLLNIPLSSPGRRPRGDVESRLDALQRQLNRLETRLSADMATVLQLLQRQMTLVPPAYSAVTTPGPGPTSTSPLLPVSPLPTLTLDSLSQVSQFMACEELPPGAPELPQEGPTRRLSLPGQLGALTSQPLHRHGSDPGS
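U2OS cells transduced with wild-type KCNH2 virus are loaded with FluxOr dye for 45 min, and thallium flux is measured in kinetic reads before and after stimulation buffer. Rate constants are normalized to DMSO controls.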
KCNH2 3.1 block = inhibitors of human KCNH2 3.1 potassium channel isoform; U2OS KCNH2 3.1, thallium flux FluxOr; stronger effect = lower value; activity change, % (tested at about 1.8 µM); actives 0.95% (n = 340,000);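 active = maximum activity change below -70%; inconclusive = maximum activity change from -70% to -50%; inactive = maximum activity change above -50%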;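 note: thallium influx rate constant from kinetic fluorescence after stimulation buffer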
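Normalized rate constant (relative to positive and negative DMSO controls) derived from a 2 min kinetic fluorescence read after stimulation; U2OS cells expressing the 3.1 isoform via virus at 1.77 x 10^8 /mL.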
Giardia killer = Giardia lamblia killing; Giardia lamblia trophozoite viability; actives 0.15% (n = 340,000); activity change, % at 7.66 µM, hits read low; AID 540267; in the data active = activity change below about -80%; inconclusive = between about -30% and that limit;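 note: parasites exposed to compound for two days anaerobically before the ATP read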
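Killing of trophozoites was scored by loss of ATP luminescence after a 48 hrs anaerobic exposure to compounds at 37 deg C, using 100 cells per well.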
uPA generation = blocks generation of uPA at the cell surface. cell surface uPA generation assay, qHTS. Potency, µM (highest dose often 38.3 µM), inactives show at the top dose activity change, negative = inhibition, actives largely listed as inhibitors. actives 0.31% (n = 330,000); active = well fitted inhibition curve with a large enough effect; inconclusive = small, poorly fitted or top-dose-only effect; inactive = no such curve, though single readings can be large or run the other way; tested in mouse RAW 264.7 cells; note: potency is the fitted concentration of half-maximal effect; nearly all actives have a fitted effect of over 55% in size
* = called active by the depositor; [ ] = dose if it differs, or a comment. % is set by controls: 0 for no effect and ±100 for the full control effect.

The first four records, to show the layout:
For CC(C)CC(CO)N1CCN(C(=O)c2ccc(Cl)cc2)CCC1=O (centres undefined) the results were KCNH2 WT inh 0, KCNH2 3.1 block 18, Giardia killer 16 and uPA generation 11%.
COc1nc(NC2OC(CO)C(O)C(O)C2O)c(N)c(=O)[nH]1 (centres undefined) was read as KCNH2 WT inh -7, KCNH2 3.1 block 0, Giardia killer -9 and uPA generation 7%.
For O=C(NNC(=O)c1ccc([N+](=O)[O-])cc1)c1ccc(F)cc1 the results were KCNH2 WT inh -4, KCNH2 3.1 block -10, Giardia killer -26 and uPA generation 3%.
`O=C(O)C(CCC(C(=O)O)c1ccccc1)c1ccccc1` (centres undefined) gave KCNH2 WT inh -1, KCNH2 3.1 block 5, Giardia killer 21 and uPA generation 2%.

All compounds of this part, from the start:
For CC(C)CC(CO)N1CCN(C(=O)c2ccc(Cl)cc2)CCC1=O (centres undefined) the results were KCNH2 WT inh 0, KCNH2 3.1 block 18, Giardia killer 16 and uPA generation 11%.
COc1nc(NC2OC(CO)C(O)C(O)C2O)c(N)c(=O)[nH]1 (centres undefined) was read as KCNH2 WT inh -7, KCNH2 3.1 block 0, Giardia killer -9 and uPA generation 7%.
For O=C(NNC(=O)c1ccc([N+](=O)[O-])cc1)c1ccc(F)cc1 the results were KCNH2 WT inh -4, KCNH2 3.1 block -10, Giardia killer -26 and uPA generation 3%.
`O=C(O)C(CCC(C(=O)O)c1ccccc1)c1ccccc1` (centres undefined) gave KCNH2 WT inh -1, KCNH2 3.1 block 5, Giardia killer 21 and uPA generation 2%.
For O=C1C=CC(=O)N1c1ccc2c(c1)C(NC(=O)C(F)(F)F)c1ccccc1-2 (centres undefined) the results were KCNH2 WT inh -4, KCNH2 3.1 block -5, Giardia killer -6 and uPA generation inconclusive.
For C[C@H](CO)N1C[C@H](C)[C@@H](CN(C)S(=O)(=O)c2ccc(F)cc2)Oc2c(NC(=O)c3ccncc3)cccc2C1=O the results were KCNH2 WT inh -4, KCNH2 3.1 block 14, Giardia killer 5 and uPA generation 6%.
Screening O=C1CCN(Cc2ccccc2)C(=O)N1 returned KCNH2 WT inh 1, KCNH2 3.1 block 5, Giardia killer 6 and uPA generation -1%.
Screening O=C(O)C1=C[C@@H](c2ccccc2)C[C@@H](OCCCCO)O1 returned KCNH2 WT inh -7, KCNH2 3.1 block 2, Giardia killer -10 and uPA generation 6%.
C=CCC12C=C(OC)C(=O)OC(OC)(C1O)[C@H](c1ccc3c(c1)OCO3)[C@H]2C (some centres undefined) was read as KCNH2 WT inh 19, KCNH2 3.1 block 19, Giardia killer -6 and uPA generation 11%.
`Nc1nc(=S)c2ncn(C3OC(CO)CC3O)c2[nH]1` (centres undefined) gave KCNH2 WT inh 6, KCNH2 3.1 block 6, Giardia killer 0 and uPA generation -5%.
Screening CCOC(=O)c1cnc(Nc2nc3ccccc3o2)nc1CSc1nnc(C)s1 returned KCNH2 WT inh -11, KCNH2 3.1 block 2, Giardia killer 12 and uPA generation 6%.
`Cc1ccc(S(=O)(=O)N(C)C)cc1NC(=O)C(C)OC(=O)c1ccc2c(=O)n3c(nc2c1)CCC3` (centres undefined) gave KCNH2 WT inh 1, KCNH2 3.1 block -19, Giardia killer 3 and uPA generation -7%.
O=C(CC12CC3CC(CC(C3)C1)C2)NC1CC1 was read as KCNH2 WT inh -4, KCNH2 3.1 block -1, Giardia killer 5 and uPA generation 9%.
N#CC(=C(O)CN1CCN(c2ccccc2F)CC1)c1nc(-c2ccc(Cl)cc2)cs1 was read as KCNH2 WT inh -3, KCNH2 3.1 block 5, Giardia killer 8 and uPA generation -2%.
`CCOC(=O)C(Cc1ccc(O)c([N+](=O)[O-])c1)N1C(=O)c2ccccc2C1=O` (centres undefined) gave KCNH2 WT inh -7, KCNH2 3.1 block 0, Giardia killer -2 and uPA generation 1%.
`Cc1cccc(/N=C/c2ccccn2)n1` gave KCNH2 WT inh 1, KCNH2 3.1 block 2, Giardia killer -17 and uPA generation 13%.
For COc1ccc(-c2oc3ccc(N4CCOCC4)cc3c2C#CC2(O)CCCCC2)cc1 the results were KCNH2 WT inh 1, KCNH2 3.1 block -2, Giardia killer 2 and uPA generation -24%.
Screening CC(=O)Nc1ccc2c(c1)Cc1c-2cc(Br)c(N)c1Br returned KCNH2 WT inh -2, KCNH2 3.1 block -3, Giardia killer 15 and uPA generation -6%.
CCCCCn1c(=NC(=O)c2cccnc2)c(C#N)cc2c(=O)n3cccc(C)c3nc21 was read as KCNH2 WT inh -2, KCNH2 3.1 block -1, Giardia killer 8 and uPA generation -1%.
`CC1(c2nnc(Cc3ccccc3)o2)CC(c2cccnc2)=NO1` (centres undefined) gave KCNH2 WT inh -9, KCNH2 3.1 block -7, Giardia killer 26 and uPA generation 4%.
CCOC(=O)[C@H]1[C@H]2COc3ccc(OC)cc3[C@H]2N2C(=O)CN(Cc3ccccc3)C(=O)[C@@]12C was read as KCNH2 WT inh 1, KCNH2 3.1 block 2, Giardia killer 8 and uPA generation 3%.
`O=C1OCc2ccc([N+](=O)[O-])cc21` gave KCNH2 WT inh 6, KCNH2 3.1 block -3, Giardia killer 4 and uPA generation 10%.
Screening NCCCC[C@H]1CN=C(N)N1CCCCC1CCCCC1 returned KCNH2 WT inh 3, KCNH2 3.1 block 2, Giardia killer 5 and uPA generation 2%.
OCC[C@@H]1C[C@@H](O)[C@H](O)[C@@]2(CCCCO2)O1 was read as KCNH2 WT inh -11, KCNH2 3.1 block -31, Giardia killer 8 and uPA generation 15%.
`CC(=O)c1nn(-c2ccccc2)cc1C(=O)c1ccc(C)cc1` gave KCNH2 WT inh 2, KCNH2 3.1 block 2, Giardia killer 4 and uPA generation -4%.
Screening O=C1CCC(=O)c2ccc3c4c(ccc1c24)CC3 returned KCNH2 WT inh -4, KCNH2 3.1 block 27, Giardia killer -5 and uPA generation 8%.
CCOC(=O)[C@H]1[C@H]2COc3ccc(C)cc3[C@@H]2N2C(=O)CN(C)C(=O)[C@@]12C was read as KCNH2 WT inh 5, KCNH2 3.1 block 5, Giardia killer 2 and uPA generation -4%.
Screening COc1ccccc1C=NN1C(=O)CSC1=S returned KCNH2 WT inh -8, KCNH2 3.1 block -22, Giardia killer 6 and uPA generation 3%.
`O=C(Cn1cc(COc2ccccc2[N+](=O)[O-])nn1)c1ccc(O)cc1` gave KCNH2 WT inh -17, KCNH2 3.1 block 5, Giardia killer 5 and uPA generation -5%.
OCCCn1c(C2CCCN2c2nc(-c3ccc(F)cc3)cs2)nc2cc(C(F)(F)F)ccc21 (centres undefined) was read as KCNH2 WT inh -21, KCNH2 3.1 block -47, Giardia killer 11 and uPA generation -3%.
For O=[N+]([O-])c1ccc(Cc2ccccn2)c([N+](=O)[O-])c1 the results were KCNH2 WT inh -13, KCNH2 3.1 block -9, Giardia killer -11 and uPA generation -11%.
Screening Cc1ccc(S(=O)(=O)N2CCN(C(=O)COC(=O)COc3ccc(Cl)cc3C)CC2)c(C)c1 returned KCNH2 WT inh -2, KCNH2 3.1 block -15, Giardia killer -3 and uPA generation 1%.
Screening O=C(Nc1ccccc1)c1ccccc1NC(=O)c1ccccc1C(=O)O returned KCNH2 WT inh -3, KCNH2 3.1 block -7, Giardia killer 19 and uPA generation -5%.
For COc1ccc(C2C(=O)NN=C2C)cc1 (centres undefined) the results were KCNH2 WT inh -13, KCNH2 3.1 block -9, Giardia killer -10 and uPA generation 11%.
Screening COC(=O)c1ccc(OC)c(CSc2nnc(-c3ccc(C)cc3)o2)c1 returned KCNH2 WT inh 1, KCNH2 3.1 block -12, Giardia killer -21 and uPA generation -2%.
Screening COCCn1c(SCc2ccc(Cl)cc2)nc2c1c(=O)[nH]c(=O)n2C returned KCNH2 WT inh -8, KCNH2 3.1 block 13, Giardia killer -8 and uPA generation -8%.
Clc1ccc(Nc2ccc3ccccc3n2)cc1 was read as KCNH2 WT inh -10, KCNH2 3.1 block -3, Giardia killer -23 and uPA generation -12%.
`O=c1c2ccccc2nnn1-c1ccccc1` gave KCNH2 WT inh -12, KCNH2 3.1 block 1, Giardia killer -21 and uPA generation 2%.
CC(C)C1(c2ccsc2)NC(=O)NC1=O (centres undefined) was read as KCNH2 WT inh 17, KCNH2 3.1 block -1, Giardia killer 10 and uPA generation 1%.
Screening CCN(C(C)=O)c1cnc(C=NNC(N)=S)c2ccccc12 returned KCNH2 WT inh -9, KCNH2 3.1 block 6, Giardia killer 6 and uPA generation -10%.
For Cc1nc(-c2ccc(Cl)cc2)sc1C1(C)CC(c2ccncc2)=NO1 (centres undefined) the results were KCNH2 WT inh 2, KCNH2 3.1 block 4, Giardia killer -5 and uPA generation 2%.
O=C(Cc1cccc(NC(=O)C2CCN(C(=O)C3CC3)CC2)c1)Nc1cccc(C(=O)N2CCOCC2)c1 was read as KCNH2 WT inh 3, KCNH2 3.1 block 6, Giardia killer -2 and uPA generation 18%.
CC(C)C(=O)N1CCN(c2ccccc2NC(=O)c2ccc3c(c2)OCCO3)CC1 was read as KCNH2 WT inh -5, KCNH2 3.1 block 14, Giardia killer 1 and uPA generation -1%.
Cc1cccc(Nc2nnc(SCC(O)=C(C#N)c3nc4ccccc4[nH]3)s2)c1 was read as KCNH2 WT inh -3, KCNH2 3.1 block 0, Giardia killer -6 and uPA generation 3%.
Cc1ccc(C(=O)N2CCN(C/C=C/c3ccccc3)CC2)cc1S(=O)(=O)N1CCOCC1 was read as KCNH2 WT inh 2, KCNH2 3.1 block 12, Giardia killer -2 and uPA generation -8%.
Cc1cc2nnc(SCc3ccc4c(c3)OCO4)n2c2ccccc12 was read as KCNH2 WT inh -2, KCNH2 3.1 block 1, Giardia killer -8 and uPA generation 1%.
Screening CC1(O)CC(C)(C)C(C#N)C(=O)N1 (centres undefined) returned KCNH2 WT inh 3, KCNH2 3.1 block -22, Giardia killer 10 and uPA generation 1%.
For O=S(=O)(NCCOc1ccccc1Cl)c1ccc2oc3ccccc3c2c1 the results were KCNH2 WT inh -3, KCNH2 3.1 block -16, Giardia killer 5 and uPA generation 7%.
Screening CC1=CC2(C)C(C3C(C)=CC2(C)C(=O)C3(C)O)C(C)(O)C1=O (centres undefined) returned KCNH2 WT inh 2, KCNH2 3.1 block 5, Giardia killer 2 and uPA generation -3%.
Screening CCCCn1c(N)c(N(CC(C)C)C(=O)c2cc3ccccc3cc2OC)c(=O)[nH]c1=O returned KCNH2 WT inh -2, KCNH2 3.1 block 13, Giardia killer 9 and uPA generation -2%.
For O=C(C=Cc1ccccc1)c1cccs1 the results were KCNH2 WT inh 2, KCNH2 3.1 block 5, Giardia killer 25 and uPA generation -8%.
`C[C@H](CO)N1C[C@H](C)[C@@H](CN(C)S(=O)(=O)c2ccccc2)Oc2c(NC(=O)C3CC3)cccc2C1=O` gave KCNH2 WT inh 0, KCNH2 3.1 block 20, Giardia killer -4 and uPA generation 1%.
`CCOC(=O)/C=c1/s/c(=C/c2ccc3cc(OC)ccc3c2)c(=O)n1CC(=O)NCc1ccc2c(c1)OCO2` gave KCNH2 WT inh -16, KCNH2 3.1 block -12, Giardia killer 1 and uPA generation 4%.
S=c1nn[nH]c2ccccc12 was read as KCNH2 WT inh -3, KCNH2 3.1 block 2, Giardia killer 9 and uPA generation 0%.
`CN(CCc1ccccc1)C(=O)c1cccc(NC(=O)Cc2cccc(NC(=O)C3CCCN(C(=O)C4CCCC4)C3)c2)c1` (centres undefined) gave KCNH2 WT inh -10, KCNH2 3.1 block -4, Giardia killer 5 and uPA generation 3%.
CC1=CC(C)(C)NC(=S)N1c1ccc(N(C)C)cc1 was read as KCNH2 WT inh 2, KCNH2 3.1 block -29, Giardia killer -5 and uPA generation 5%.
O=C1/C(=C\c2ccc(O)cc2)CCC1CNc1ccc(Cl)cc1 (centres undefined) was read as KCNH2 WT inh -5, KCNH2 3.1 block -8, Giardia killer -1 and uPA generation -12%.
Cn1c(NCc2ccccc2Cl)nc2ccccc21 was read as KCNH2 WT inh 2, KCNH2 3.1 block -4, Giardia killer 22 and uPA generation inconclusive.
`Cc1ccc(NC(=O)c2oc3ccc(Br)cc3c2C)cc1S(=O)(=O)N1CCOCC1` gave KCNH2 WT inh -7, KCNH2 3.1 block 4, Giardia killer 3 and uPA generation -3%.
`Cc1cc(=O)oc2cc(O)cc(O)c12` gave KCNH2 WT inh 3, KCNH2 3.1 block 4, Giardia killer -7 and uPA generation -98%.
For CCCCN(C(=O)c1cccc(S(=O)(=O)N(C)c2ccc(C)cc2)c1)c1c(N)n(CC(C)C)c(=O)[nH]c1=O the results were KCNH2 WT inh -3, KCNH2 3.1 block 1, Giardia killer 5 and uPA generation inconclusive.
`CC(=NNC(=S)Nc1cccc(Cl)c1)c1ccccn1` gave KCNH2 WT inh 19, KCNH2 3.1 block 3, Giardia killer -27 and uPA generation -9%.
`CCOc1ccc(CCN2C(=S)N([C@@H](CC(C)C)CN3CCCC3CN3C(=S)NC[C@@H]3Cc3ccc(O)cc3)C[C@@H]2Cc2ccc(O)cc2)cc1` (some centres undefined) gave KCNH2 WT inh inconclusive, KCNH2 3.1 block -49, Giardia killer 35[activator] and uPA generation inconclusive.

The list is partial; rates above refer to the full screens.
